# Bioassay records deposited in PubChem by Broad Institute.
# FN deposition inh = fibronectin deposition inhibition | 350,000 tested, 0.086% active | AH1F fibroblasts, Alexa488-fibronectin deposition fluorescence, overnight | AID 743247 | inhibition, % at 12.6 µM;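 active means mean inhibition across replicates of 30% or more, regardless of how many single replicates reach that level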;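 further: positive control wells lacked labelled fibronectin entirely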
#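 Schedule: 1 h cell adhesion before compound, then overnight fibronectin incubation; test system: AH1F fibroblast monolayer depositing Alexa488-labelled fibronectin into matrix; quantity: 10000 AH1F cells per well; probe or stimulus: fluorescent fibronectin at 24 nM final; signal: fluorescence, ex 485 nm, em 525 nm; evaluation: percent inhibition as loss of matrix-bound fibronectin fluorescence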
# RAD54 inh = RAD54 (human) branch migration inhibition; Q92698; RAD54 Holliday junction branch migration, FAM/BHQ fluorescence; inhibition, % at 10.4 µM; 360,000 tested, 0.14% active; AID 602329;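 active means mean normalized replicate activity at least 40 and at least half of replicates scoring 40 or more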;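 further: 0% = median of neutral control wells and 100% = median of positive control wells; inhibitors cause a drop in the FAM fluorescence signal; in these data hits start at about 50%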
# Target sequence (Q92698 whole entry, looked up): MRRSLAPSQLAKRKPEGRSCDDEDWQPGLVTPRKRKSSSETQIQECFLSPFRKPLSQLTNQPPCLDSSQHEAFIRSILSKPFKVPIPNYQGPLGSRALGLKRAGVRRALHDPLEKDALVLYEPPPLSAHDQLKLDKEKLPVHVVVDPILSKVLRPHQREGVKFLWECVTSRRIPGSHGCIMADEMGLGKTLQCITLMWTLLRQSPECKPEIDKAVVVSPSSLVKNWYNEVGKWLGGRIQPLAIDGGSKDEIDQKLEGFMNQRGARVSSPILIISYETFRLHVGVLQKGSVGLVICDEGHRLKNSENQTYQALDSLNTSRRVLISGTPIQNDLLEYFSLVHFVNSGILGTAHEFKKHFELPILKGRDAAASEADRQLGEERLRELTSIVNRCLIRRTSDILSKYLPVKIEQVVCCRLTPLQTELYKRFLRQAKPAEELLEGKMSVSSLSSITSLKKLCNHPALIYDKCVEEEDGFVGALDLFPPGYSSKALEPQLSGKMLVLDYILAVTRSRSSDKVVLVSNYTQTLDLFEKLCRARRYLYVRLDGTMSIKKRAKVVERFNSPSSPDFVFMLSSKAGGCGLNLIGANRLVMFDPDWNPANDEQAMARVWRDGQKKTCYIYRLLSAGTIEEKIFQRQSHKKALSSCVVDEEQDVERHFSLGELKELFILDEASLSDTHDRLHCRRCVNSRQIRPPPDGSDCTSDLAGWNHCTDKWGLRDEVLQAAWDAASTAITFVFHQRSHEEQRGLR
# esBAF inh = blocks esBAF chromatin remodeling in mouse ES cells; AID 602393; reporter increase, % at 12.5 µM; Bmi1-luciferase knock-in reporter, 24 h; 100% = twice the neutral-well signal; 350,000 tested, 2% active; in the data active means activation above about 40%;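 further: 0% = median of the plate's neutral control wells and 100% = double that signal; a rise in the Bmi1 reporter signal indicates esBAF inhibition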
# An asterisk follows results filed as active.
SMILES,FN deposition inh,RAD54 inh,esBAF inh
Cc1ccc(NS(=O)(=O)c2cc(OCC(N)=O)c(C)cc2Cl)cc1C,5,0,15
O=C(CN1C(=O)c2ccccc2S1(=O)=O)NCc1ccccn1,5,10,-4
O=C(CSc1cnc2ccccc2n1)NC1CCCC1,9,-15,-2
Cc1cc(C)cc(NC(=O)CSc2nnc(-c3ccccc3)n2N)c1,-6,-6,0
COc1ccc(C(=O)NCC(=O)OCC(=O)N2CC(C)CC(C)C2)cc1 (centres undefined),-3,3,-7
Cc1ccsc1/C=N/n1c(-c2cccnc2)n[nH]c1=S,17,3,0
CCOc1cc(NC(=S)NCC2CCCO2)c(OCC)cc1NC(=O)c1cccc(C)c1 (centres undefined),-7,9,-2
CCC(CC)NC(=O)Cc1ccc(S(=O)(=O)N2CCOCC2)s1,-13,4,5
NC(=O)c1ccccc1NS(=O)(=O)c1ccc2c(c1)OCCO2,-2,-3,-3
COc1ccc(CC(NC(C)=O)C(=O)NC2CCN(C(=O)Nc3ccccc3Cl)CC2)cc1OC (centres undefined),-3,1,-1
Cc1ccc(S(=O)(=O)NCCC(=O)NCCN2CCCCCC2)cc1,-7,-10,6
Cc1ccc(C)c(C(=O)CSc2n[nH]c(-c3ccncc3)n2)c1,3,4,-3
CCOC(=O)c1c(NC(=O)Cc2cccs2)sc(C(=O)NC2CCCC2)c1C,3,-16,-4
Cc1ccc(NC(=O)CC(NCCN2CCOCC2)C(=O)O)cc1Cl (centres undefined),-6,-10,-5
COCC(C)NC(=O)C1CC(=O)N(c2ccc(C)cc2)C1 (centres undefined),-3,6,-6
CCCn1nnc(NC(=O)C(c2ccccc2)c2ccccc2)n1,0,-6,-2
CCSc1nccc(-c2nn(-c3ccc(C)cc3)ccc2=O)n1,11,-6,5
Cc1ccc(C(=O)N2c3ccc(F)cc3CCC2C)o1 (centres undefined),3,13,6
COc1ccccc1C(=O)N1C(CC(=O)Nc2cc(Cl)ccc2C)C(=O)NC2CCCCC21 (centres undefined),0,-5,-2
COC(=O)[C@@H](NC(=O)NCc1ccco1)C(C)C,3,-11,2
Cc1ccc(-c2ccc(C(=O)O)[nH]2)cc1,12,4,13
CCn1c(C)nc2cc(C(=O)NNS(=O)(=O)c3ccc(C)cc3C)ccc21,-4,-3,-4
Cc1ccc(CNCC2CCCO2)s1 (centres undefined),1,-2,-3
Cn1c(SCC(=O)NCc2ccc3c(c2)OCO3)nnc1-c1cc2ccccc2cc1O,-6,-4,-1
COc1ccc(C(=O)CSc2nnc(-c3cc4ccccc4cc3O)n2Cc2ccco2)cc1,5,11,3
CCOC(=O)C1=C(CC)Nc2ccccc2N=C1NC(=O)Nc1ccccc1OC,12,5,-3
CCOc1ncccc1C(=O)OCC(=O)N1CCN(S(=O)(=O)c2ccc(Cl)cc2)CC1,0,-16,-8
CC(NC(=O)C1CCN(S(=O)(=O)N2CCCCCC2)CC1)c1ccccc1 (centres undefined),0,1,2
Brc1ccc(N=C/C=C/C=C/Nc2ccc(Br)cc2)cc1,-1,-9,68*
CCn1c(COc2ccccc2C)nnc1SCC(=O)O,5,1,-5
N/C(Cc1ccc(Cl)c(Cl)c1)=N\OC(=O)c1cccs1,-12,10,8
Cc1ccc(Oc2cnc3ccccc3n2)cc1,-3,-2,28
CC(=O)Nc1ccc(OCC(O)CN2CCN(c3cccc(Cl)c3)CC2)cc1 (centres undefined),13,2,0
COC(=O)C1=C(N)OC2=C(C(=O)CC(C)(C)C2)C1c1cccnc1 (centres undefined),-10,1,-5
CCn1c(SCC(=O)Nc2nc(C)cs2)nnc1-c1ccoc1C,-1,5,-4
Cc1ccc(NS(=O)(=O)c2cccc(C(=O)n3ncc(C#N)c3N)c2)c(C)c1,-9,-15,11
CCOC(=O)c1c(C)[nH]c(C(=O)CSc2nnnn2-c2ccccc2)c1C,-2,0,5
CCCN=Cc1sc2ccc(OCC)cc2c1O,-2,3,77*
CCCOc1ccc(NCC(=O)Nc2ccc(C)cc2C)cc1,-7,1,-6
O=S(=O)(c1cccc(S(=O)(=O)N2CCOCC2)c1)N1CCCCC1,-8,-1,0
CCn1c(CNC(=O)Cc2ccc(OC)cc2)nnc1SCC(=O)NC1CCCCC1,13,6,-7
O=C(CCn1c(=O)[nH]c2ccsc2c1=O)NCCc1ccc(Cl)cc1,6,9,5
CCN1CCCC1CNC(=O)C1c2cc(OC)c(OC)cc2C(=O)N(C)C1c1cccnc1 (centres undefined),-11,-5,-1
Cc1ccccc1OCCNc1cc(N2CCCCC2)ccc1[N+](=O)[O-],0,5,13
NC1=NC(=O)CC(C(=O)NCc2ccccc2)S1 (centres undefined),14,5,-8
Cc1cc(OC(=O)c2c(Cl)cc(Cl)cc2Cl)nc(C)n1,-1,2,2
COc1cccc(Cn2cccc(NC(=O)Nc3ccc(C#N)cc3)c2=O)c1,7,6,-2
CC(=O)N1CCC(N(CCCOC(C)C)C(=O)Nc2ccc(C)c(C)c2)CC1,2,-3,18
O=C(Nc1cccc(F)c1)c1ccc(S(=O)(=O)NCC2CCCO2)cc1 (centres undefined),-1,-8,12
CC1CC1C(=O)OCC(=O)NCc1ccc(Cl)cc1Cl (centres undefined),0,4,-5

# (continued)
SMILES,FN deposition inh,RAD54 inh,esBAF inh
Cn1cnnc1SCc1ccc(F)c2ccccc12,3,-4,8
Cc1cc(=O)[nH]c2c1c(C)nn2C1CCCC1,-4,1,-10
O=C(COc1ccccc1)NCc1ccccc1,0,0,8
O=C(NCC1CCCO1)c1ccccc1NC(=O)c1cccc2ccccc12 (centres undefined),-1,4,9
Cc1ccc(C(=O)c2ccccc2C(=O)O)s1,2,-17,2
CN1CCC(OC(=O)c2ccc(Br)cc2)CC1,0,-9,0
Cc1cc(=O)[nH]c(N/N=C/c2ccco2)n1,3,-3,2
O=C(NC1CCCCC1)N1CCN(C(c2ccccc2)c2ccccc2)CC1,6,10,16
CC(=O)c1cnc(Nc2nc(C)c3cc(C)c(C)cc3n2)nc1C,-9,2,-11
COc1ccc(C)cc1NC(=O)C(=O)NCc1ccncc1,-10,1,3

# Some entries already given, limited to esBAF inh:
compound,esBAF inh
O=C(NCC1CCCO1)c1ccccc1NC(=O)c1cccc2ccccc12 (centres undefined),9
Cc1ccc(C(=O)c2ccccc2C(=O)O)s1,2
CN1CCC(OC(=O)c2ccc(Br)cc2)CC1,0
Cc1cc(=O)[nH]c(N/N=C/c2ccco2)n1,2

# Next compounds
SMILES,FN deposition inh,RAD54 inh,esBAF inh
COc1ccc(Nc2nc(Cl)nc(NCc3ccco3)n2)c(OC)c1,-7,-2,4
Cc1cc2oc(C(=O)NCc3ccc4c(c3)OCO4)c(C)c2cc1C,9,-1,2
Cn1c(=O)c2c(nc(NCCCO)n2Cc2cccc(Br)c2)n(C)c1=O,2,-11,-3
N#Cc1ccc(CSc2nnc(COc3ccccc3)n2-c2ccccc2)cc1,13,-8,4
O=C(O)CCCCCNC(=O)c1ccc(Br)cc1,-2,5,1
O=C(O)c1ccc(CNCc2c(Cl)cccc2Cl)cc1,18,7,-4
COC(=O)c1ccc(NC(=S)N2CCN(Cc3ccc(Cl)cc3)CC2)cc1,-15,6,-6
OC(COc1ccccc1)CSc1ncn[nH]1 (centres undefined),8,-3,5
COc1ccc(N2CC(C(=O)Nc3ccc4c(c3)OCO4)CC2=O)cc1 (centres undefined),6,0,0
C=C(C)Cn1c(N2CCC(Cc3ccccc3)CC2)nc2c1c(=O)[nH]c(=O)n2C,-4,12,-4
O=C(COC(=O)c1ccccc1NC(=O)c1ccco1)Nc1ccc2c(c1)OC(F)(F)O2,0,-20,1
C=CCN=C1SCC(=O)N1S(=O)(=O)c1ccccc1,-16,-19,2
Cc1[nH]c2ccccc2c1/C=N/Nc1nc(Nc2ccccc2)nc(N2CCOCC2)n1,29,2,12
CC1(C)CC(=O)C(C=NCCN2CCN(C(=O)c3ccc(Br)cc3)CC2)=C(O)C1,14,-11,4
O=C(CCCC(=O)OCC(Cl)=C(Cl)Cl)Nc1cccc(F)c1,5,-8,-10
CCc1ccc2[nH]c(=O)c(C(c3nnnn3CC3CCCO3)N3CCCc4ccccc43)cc2c1 (centres undefined),14,-3,-2
CCN1CCN(c2nc3c(c(=O)n(C)c(=O)n3C)n2CCSc2nccc(C)n2)CC1,-4,-4,5
Cc1ccc(C(=O)NCc2ccco2)cc1S(=O)(=O)N1CCOCC1,0,1,-4
O=C(CSc1nnc(CNc2ccccc2)o1)c1ccc2c(c1)OCCO2,-5,0,-8
CCOC(=O)c1cc(-c2ccc(N)cc2)sc1N,8,-6,5

# A run of entries from the list above, as a working copy:
SMILES,FN deposition inh,RAD54 inh,esBAF inh
Cc1ccc(C(=O)NCc2ccco2)cc1S(=O)(=O)N1CCOCC1,0,1,-4
O=C(CSc1nnc(CNc2ccccc2)o1)c1ccc2c(c1)OCCO2,-5,0,-8
CCOC(=O)c1cc(-c2ccc(N)cc2)sc1N,8,-6,5

# Copied from the list.
# In FN deposition inh, `Cc1ccc(C(=O)NCc2ccco2)cc1S(=O)(=O)N1CCOCC1` shows 0
# In esBAF inh, `CCOC(=O)c1cc(-c2ccc(N)cc2)sc1N` shows 5
# In FN deposition inh, `C=CCN=C1SCC(=O)N1S(=O)(=O)c1ccccc1` shows -16
# In FN deposition inh, `CC1(C)CC(=O)C(C=NCCN2CCN(C(=O)c3ccc(Br)cc3)CC2)=C(O)C1` shows 14

# Later entries
SMILES,FN deposition inh,RAD54 inh,esBAF inh
O=S(=O)(c1ccc2c(c1)OCCCO2)N1CCNCC1,6,12,-6
O=C1NC(c2ccccc2Cl)Nc2ccccc21 (centres undefined),-4,-5,6
COC(=O)Cc1c(C)c2c(OCc3nn[nH]n3)cc(C)cc2oc1=O,1,-22,4
Cc1ccc(NC(=O)CSc2nnc(-c3ccccc3C)o2)cc1C,-17,-1,8
CCCn1c(SCC(=O)N2CCCc3ccccc32)nnc1-c1ccccn1,-9,2,-1
COc1ccc(CNc2oc(COc3ccccc3Cl)nc2C#N)cc1,3,-5,4
CCC(=O)OCc1c(C(F)(F)F)nn(C)c1Sc1ccc(Cl)cc1,-4,-11,-6
Cc1cc(=O)oc2c(CN3CCC(C)CC3)c(O)c(Cl)cc12,-2,-16,-5
CCOC(=O)CSc1nc(N)c(C#N)c(CC(C)C)c1C#N,-1,4,-6
CN1C(=O)/C(=C/c2ccccc2OCc2cccc(F)c2)N(C)C1=S,-16,0,-2

# Another view of some results above.
structure	FN deposition inh	RAD54 inh	esBAF inh
COC(=O)[C@@H](NC(=O)NCc1ccco1)C(C)C	3	-11	2
Cc1ccc(NS(=O)(=O)c2cccc(C(=O)n3ncc(C#N)c3N)c2)c(C)c1	-9	-15	11
COc1ccccc1C(=O)N1C(CC(=O)Nc2cc(Cl)ccc2C)C(=O)NC2CCCCC21 (centres undefined)	0	-5	-2
Cn1c(=O)c2c(nc(NCCCO)n2Cc2cccc(Br)c2)n(C)c1=O	2	-11	-3

# (continued)
SMILES,FN deposition inh,RAD54 inh,esBAF inh
Cc1ccc2c(c1)N(CC(=O)NCc1cccnc1)C(=O)CO2,1,1,7
CCCCNC(=O)Cn1c(-c2ccc(OC)cc2)noc1=O,-1,4,-5
COc1ccc(C(O)c2nccn2Cc2ccccc2)cc1OC (centres undefined),0,4,-1
O=C(COc1ccc([N+](=O)[O-])cc1)NCc1ccccc1,-6,2,-2
O=C(NCCC1=CCCCC1)c1cc2c(s1)CS(=O)(=O)C2,0,-5,38
c1ccc(OCc2nn3c(-c4ccco4)nnc3s2)cc1,-14,-12,15
O=C(Nc1cc(C(F)(F)F)ccc1N1CCOCC1)c1n[nH]c(=O)c2ccccc12,4,2,8
CCOc1ccc(C(C)(N)C(=O)O)cc1 (centres undefined),2,0,-12
COc1ccc(-n2c(SCC(=O)Nc3ccc4c(c3)OCO4)nnc2C(C)N2CCCCC2)cc1 (centres undefined),6,3,3
CC(C)CC(NC(=O)c1ccc(Cl)cc1Cl)C(=O)O (centres undefined),-8,-3,2
C/C(=N\NS(=O)(=O)c1ccc(C)cc1)c1ccc(C)s1,-5,10,-4
CN(C)c1ccc(C(=O)Nc2ccc(S(=O)(=O)NC3=NCCCCC3)cc2)cc1,1,-6,3
NC(=O)C1CC=CCC1C(=O)OCC(Cl)=C(Cl)Cl (centres undefined),5,-16,-2
NC(=O)c1cnn(Cc2ccc(Cl)cc2)c1N,3,-4,-5
Cc1ccc(-n2c(CNc3ccc(F)cc3)nnc2SCC(=O)N2CCCC2)cc1,-1,-20,7

# This is a subset, so the mix of outcomes need not match the whole.
